Screening data: PubChem, several laboratories
NOD1 inhibition – inhibition of NOD1-driven NF-kB reporter – cell-based, luminescence, uHTS, primary screen (AID 1578) | NOD1-driven NF-kB luciferase reporter cells, luminescence; higher % means a stronger effect | inhibition, % at 4 µM, or EC50 in µM where a hit was titrated | hit rate 1% among 290,000; in the data active = inhibition mostly above about 36%, no sharp cut-off; inactive = mostly below about 34%;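 note: HEK-293T reporter cells stimulated with the NOD1 agonist gamma-tri-DAP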
GPR35 arrestin U2OS – GPR35 antagonists blocking zaprinast-driven arrestin recruitment, primary screen, imaging, U2OS, beta-arrestin-GFP, zaprinast agonist (AID 2058) | U2OS GPR35 beta-arrestin-GFP translocation imaging, zaprinast antagonism; higher % means a stronger effect | hit rate 0.052% among 290,000 | one-dose inhibition, % at 10 µM; IC50 in µM for titrated hits;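 active = inhibition of at least 50% with at least 30 cells and total cytoplasm GFP at most 10,000,000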
KOR beta-arrestin-1 – kappa opioid receptor blockers – cell-based, luminescence, uHTS (AID 1778); KOR beta-arrestin recruitment, luminescence, antagonist mode; higher % means a stronger effect; one-dose inhibition, % at 10 µM; IC50 in µM for titrated hits; hit rate 0.091% among 290,000; note: strong numbers were not always called active
GPR55 beta-arrestin – GPR55 agonists via beta-arrestin recruitment, primary screen, imaging, U2OS cells, beta-arrestin-GFP redistribution (AID 1961) | U2OS GPR55 beta-arrestin-GFP redistribution imaging; higher % means a stronger effect | one-dose activation, % at 10 µM; EC50 in µM for titrated hits | hit rate 0.048% among 290,000;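 active = activation above 40% with more than 50 cells counted in the well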;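 note: U2OS osteosarcoma cells stably expressing GPR55 and beta-arrestin-GFP; plate controls were DMSO negative control for no effect and LPI positive control for full effect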
GPR55 antagonists – inhibition of LPI-stimulated GPR55 beta-arrestin translocation – imaging, U2OS, beta-arrestin-GFP, LPI agonist, primary screen (AID 2013) | inhibition, % at 10 µM, or IC50 in µM where a hit was titrated | hit rate 0.13% among 290,000 | U2OS GPR55 beta-arrestin-GFP translocation imaging, LPI antagonism; higher % means a stronger effect;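 active = spots per cell inhibited over 60%, with over 100 cells counted and total cytoplasm intensity under 500,000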;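 note: U2OS cells stably carrying GPR55 and arrestin-GFP stimulated by 5 µM LPI near EC80; imaged beta-arrestin-GFP aggregate spots per cell after agonist stimulation; plate controls were LPI-stimulated DMSO wells for no effect and DMSO wells without LPI for full effect; some results filed as inactive read as strong as hits; confirmed hits need IC50 under 10 µM and bright autofluorescent wells are also inconclusive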
HEK293 NOD2/NF-kB – NOD2 signaling inhibitors, cell-based, luminescence, uHTS, HEK293 (AID 1566); HEK293 NOD2/NF-kB luciferase reporter, luminescence; higher % means a stronger effect; inhibition, % at 4 µM; hits with a dose series show EC50 in µM; hit rate 0.63% among 290,000; note: many of its hits are not listed in these tables
KOR beta-arrestin-2 – kappa opioid receptor activators – cell-based, luminescence, uHTS, primary screen (AID 1777); KOR beta-arrestin recruitment, luminescence; higher % means a stronger effect; hit rate 0.02% among 280,000; activation, % at 10 µM; hits with a dose series show EC50 in µM; in the data active = activation above about 50%, passing the limit was not always enough; note: a part of the inactive calls stands beside numbers as strong as those of hits
Myeloid diff 2 – myeloid differentiation induction | hit rate 1% among 360,000 | calls only at 10 µM | ER-HoxA9 myeloid progenitors, lysozyme-GFP differentiation, flow cytometry;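 active = normalized GFP-positive differentiation at or above the plate's own cutoff, the solvent-only control mean plus 3 SD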;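 note: cells exposed to compound for four days before flow analysis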
HIV fusion peptide – inhibitors of HIV fusion peptide binding, primary screen, biochemical, uHTS, fluorescence dequenching (AID 1986); cell-free peptide binding, fluorescence dequenching, 30 min; higher % means a stronger effect; one-dose inhibition, % at 20 µM; IC50 in µM for titrated hits; hit rate 0.3% among 290,000; in the data active = inhibition mostly above about 52%, no sharp cut-off; inactive = mostly below about 76%; note: some results filed as inactive read as strong as hits
Myeloid diff 2 GFP+ MAC1+ % – recorded beside Myeloid diff 2, whose call it bears; GFP+ MAC1+ double positive, %; measured here: differentiation confirmed by MAC1 staining
* marks the source's active call; other numbers are inactive results; i = inactive; · = not tested or not shown; & = joins results of further samples; [ ] = dose if it differs, or a comment. Cut-off read from the data, not from the text of the source, unless noted: active = inhibition above about 50%; inactive = the rest. Not all compounds are listed, so the mix of outcomes need not match the whole.

entry	canonical_smiles	NOD1 inhibition	GPR35 arrestin U2OS	KOR beta-arrestin-1	GPR55 beta-arrestin	GPR55 antagonists	HEK293 NOD2/NF-kB	KOR beta-arrestin-2	Myeloid diff 2	Myeloid diff 2 GFP+ MAC1+ %	HIV fusion peptide
1	O=C(Nc1ccccc1)Nc1nnc(Cc2ccc(F)cc2)s1	-36.0%	-3.7%	-25.8%	-0.2%	15.5%	-75.7%	5.9%	i	0.1	1.3%
2	CCCCCCCC1CC(/C(C)=N/NC(N)=O)OC1=O (centres undefined)	-26.6%	-2.5%	29.6%	-0.1%	1.7%	3.1%	0.4%	i	0.5	2.2%
3	CN(C)S(=O)(=O)N1CCN(C(=O)N2CCCCCC2)CC1	-12.4%	3.8%	-7.9%	-0.1%	8.2%	15.5%	-5.2%	i	9.1	0.7%
4	O=C(Nc1nc2ccccc2s1)c1ccccc1[N+](=O)[O-]	-56.4%	-0.3%	5.7%	-0.2%	11.2%	-39.8%	-4.4%	i	0.4	0.1%
5	C=CCSc1nnc(-c2cc3c(s2)-c2ccccc2CC3)o1	-23.3%	-27.7%	6.9%	-0.3%	42.1%	3.1%	-3.1%	i	0.3	3.8%
6	S=C1NCCc2ccccc2C1c1ccccc1Cl (centres undefined)	-21.2%	-7.8%	22.6%	-0.4%	9.5%	20.9%	-1.5%	i	1.0	-1.7%
7	Cc1cc(=O)cc(C)n1-c1ccc(Cl)cc1	-12.1%	-8.7%	3.3%[20 µM]	-0.1%	2.2%	13.5%	1.5%	i	0.8	0.4%
8	O=C(NNS(=O)(=O)c1ccc(C(F)(F)F)cc1)c1cnn(-c2ccccc2)c1C(F)(F)F	-9.0%	8.5%	9.5%	0.6%	10.8%	1.3%	20.8%	i	0.4	-1.2%
9	Cc1ccc(S(=O)(=O)NC(C)C(=O)Nc2ccccc2C(=O)N2CCCC2)cc1 (centres undefined)	22.6%	-10.0%	·	-0.2%	-7.4%	5.3%	-1.2%	i	1.6	1.8%
10	O=[N+]([O-])c1ccccc1/C=C/CN1CCCCC1CO (centres undefined)	-18.6%	-3.2%	-23.9%[20 µM]	0.1%	8.0%	11.8%	-1.2%	i	0.3	0.2%
11	Cc1ccc(-c2nnc(SCC(=O)N/N=C/c3c(C)nn(-c4ccccc4)c3C)n2-c2ccccc2)cc1	-27.0%	4.6%	8.9%	0.1%	9.0%	19.1%	1.2%	i	0.9	-2.4%
12	NC(=O)/C(=C\c1ccccc1)NC(=O)/C=C/c1ccccc1	-19.0%	-9.3%	-20.9%	-0.2%	-18.4%	-13.1%	13.7%	i	0.3	-0.5%
13	Cn1c(=O)cc(OCC(=O)NCCC2=CCCCC2)c2ccccc21	-13.3%	-0.9%	-24.9%	-0.3%	14.9%	4.8%	8.4%	i	0.6	-0.4%
14	O=C(Nc1ccc2nc(-c3cccnc3)[nH]c2c1)c1ccco1	6.9%	6.7%	-35.8%	-0.1%	-6.1%	23.3%	-1.5%	i	2.1	2.8%
15	CCCn1nnc(NC(=O)c2ccc3c(c2)OCO3)n1	-7.3%	2.8%	6.8%	0.9%	6.1%	-48.8%	0.0%	i	0.3	-0.9%
16	Cc1nnc(NC(=O)C2CCN(c3nnnn3-c3ccccc3)CC2)s1	11.7%	-20.4%	-5.9%	-0.2%	16.6%	5.0%	-4.9%	i	2.3	-0.3%
17	Cc1cc[n+](CC(=O)Nc2cccc(C)c2)cc1	2.8%	11.9%	-39.5%[20 µM]	0.3%	1.1%	-3.0%	1.3%	i	0.8	1.0%
18	COc1ccc(C(C)NC(=S)NCc2ccc(F)cc2)cc1 (centres undefined)	55.1%*	-6.4%	-29.5%	-0.1%	-12.1%	28.4%	9.8%	i	0.8	-0.9%
19	COc1cc(CNCCc2ccccc2F)ccc1OCc1ccc(Cl)nc1	-13.0%	-4.9%	22.1%	-0.1%	17.8%	-2.7%	-2.4%	i	0.4	-0.6%
20	C/C=C(/C)C(=O)Nc1cccc(C2=NOC3(C2)C[C@H](C(N)=O)N(C(=O)Cc2ccc([N+](=O)[O-])cc2)C3)c1 (some centres undefined)	-1.4%	-17.5%	8.9%	-0.1%	7.4%	16.8%	3.9%	i	2.5	-1.2%
21	CN(C)S(=O)(=O)Nc1cccc(Br)c1	-10.9%&10.1%	-9.2%&10.2%	5.9%&6.1%	-0.1%&1.4%	4.0%&-7.7%	-9.0%&17.3%	5.5%&3.7%	i	0.6	0.0%&-0.1%
22	CCn1c(=O)cc(OCC(=O)NC(C)c2ccc3c(c2)OCCO3)c2ccccc21 (centres undefined)	-41.0%	4.0%	20.2%	-0.1%	3.2%	4.5%	1.9%	i	0.5	-2.4%
23	CC(C)N(C(=O)CSc1nnc(NC(=O)c2cccs2)s1)C(C)C	-4.5%	4.8%	-20.1%	-0.1%	4.7%	7.9%	2.2%	i	3.2	2.8%
24	Cc1cc2nnc(SC(C)C#N)n2c2ccccc12 (centres undefined)	-10.3%	5.8%	-16.4%	0.2%	-13.0%	-0.3%	-0.7%	i	0.9	-0.7%
25	Cc1ccc(S(=O)(=O)N[C@@H](CC(C)C)C(=O)NCc2ccco2)cc1	-2.7%	17.2%	2.2%	-0.2%	17.5%	9.5%	-2.2%	i	8.1	-1.5%
26	CCCCC(CC)Cn1c2nc3ccccc3nc2c2c(=N)oc(C)nc21 (centres undefined)	-20.8%	-4.6%	23.1%	-0.1%	-10.3%	-2.1%	-3.8%	·	·	5.3%
27	CCC(=O)Nc1nc2ccccc2n1Cc1ccc(Cl)cc1	101.3%*	3.9%	46.8%[20 µM]	-0.1%	-1.3%	-34.7%	·	i	0.6	0.1%
28	Cn1c(NC(=O)c2ccco2)c(-c2ccccc2Cl)c(=O)c2ccccc21	22.3%	-0.8%	7.6%	-0.2%	2.1%	10.6%	0.8%	i	1.3	0.1%
29	Cc1cccc(OCCOCCN2CCNCC2)c1C	-15.7%	-0.2%	-10.5%	0.4%	15.9%	7.2%	-2.9%	i	0.6	2.6%
30	COc1ccc(CCN(C)C(=O)Cn2c(=O)oc3ccccc32)cc1OC	-6.8%	-5.1%	-17.2%	-0.2%	-2.1%	-8.0%	9.3%	i	0.5	-0.1%

Printed as active in NOD1 inhibition, among the entries above:
entry	Compound	NOD1 inhibition	GPR35 arrestin U2OS	KOR beta-arrestin-1	GPR55 beta-arrestin	GPR55 antagonists	HEK293 NOD2/NF-kB	KOR beta-arrestin-2	Myeloid diff 2 GFP+ MAC1+ %	HIV fusion peptide
18	COc1ccc(C(C)NC(=S)NCc2ccc(F)cc2)cc1 (centres undefined)	55.1%*	-6.4%	-29.5%	-0.1%	-12.1%	28.4%	9.8%	0.8	-0.9%
27	CCC(=O)Nc1nc2ccccc2n1Cc1ccc(Cl)cc1	101.3%*	3.9%	46.8%[20 µM]	-0.1%	-1.3%	-34.7%	·	0.6	0.1%

Other compounds:
entry	canonical_smiles	NOD1 inhibition	GPR35 arrestin U2OS	KOR beta-arrestin-1	GPR55 beta-arrestin	GPR55 antagonists	HEK293 NOD2/NF-kB	KOR beta-arrestin-2	Myeloid diff 2	Myeloid diff 2 GFP+ MAC1+ %	HIV fusion peptide
31	CC1(CCBr)C(=O)N(c2ccccc2)c2ccccc21 (centres undefined)	-18.2%	-0.3%	-20.7%[20 µM]	0.4%	-2.6%	2.4%	5.7%	i	0.6	-1.0%
32	O=S(=O)(Nc1ccc(-c2cn3cccnc3n2)cc1)c1ccccc1	-34.1%	14.7%	-41.2%[20 µM]	0.3%	1.6%	9.4%	-2.5%	i	0.5	-0.4%
33	CC(C)(C)CC(=O)Nc1nnc(-c2cccs2)s1	-24.8%	-5.7%	-3.0%	-0.4%	-2.0%	-36.2%	-3.7%	i	0.6	-3.0%
34	COC(=O)c1ccccc1NC(=O)C1CCN(c2ncnc3c2nc2n3CCCCC2)CC1	-10.6%	1.0%	-16.7%	-0.1%	1.1%	29.8%	0.5%	i	0.8	-2.1%
35	CC(=O)C1=C(O)C(=O)N(c2ccc(S(N)(=O)=O)cc2)C1c1ccccc1F (centres undefined)	-19.1%	-1.3%	-0.2%	-0.1%	-10.4%	13.8%	7.9%	i	0.6	0.2%
36	Cc1cc2n(c(=O)c1C#N)CCCN2c1cccc(Cl)c1	-8.9%	0.3%	-1.5%	-0.4%	-5.3%	14.1%	-2.4%	i	1.0	3.3%
37	CCN1CCN(CC(=O)N2N=CCC2c2ccccc2)CC1 (centres undefined)	1.4%	4.0%	12.6%	0.4%	-9.5%	6.3%	-1.7%	i	1.2	-0.8%
38	CCOc1ccc(NC(=O)Cn2c(=O)oc3cc(Cl)ccc32)cc1	-2.7%	2.8%	-13.9%	-0.1%	-5.6%	7.3%	-2.1%	i	0.7	-0.6%
39	COc1cccc(N2CCN(c3ccc4nnc(CCC(=O)N5CCC(C)CC5)n4n3)CC2)c1	-21.0%	-14.1%	16.9%	-0.1%	14.6%	18.5%	-4.0%	i	3.1	-1.7%
40	C=C(C)CCC(C)N1CCC(n2nccc2NC(=O)CCOc2ccccc2)CC1 (centres undefined)	-28.1%	-4.5%	6.3%	-0.1%	8.8%	2.6%	2.3%	i	0.5	5.2%
41	C=C(C(=O)O)C(CCCCCC)C(=O)O (centres undefined)	-14.0%	-22.5%	-19.0%	0.1%	-2.3%	-7.2%	1.2%	i	1.6	4.8%
42	Cc1ccc(NC(=O)CN2C(=O)S/C(=C/c3ccc(O)c([N+](=O)[O-])c3)C2=O)cc1C	28.9%	12.6%	19.4%[20 µM]	-0.2%	-2.8%	-8.4%	-2.7%	i	0.2	66.2%
43	Cc1cc(C2C(C#N)=C(N)SC(N)=C2C#N)c(C)s1	-11.4%	-1.2%	21.3%	-0.1%	-17.5%	18.2%	-1.6%	i	1.8	51.9%*
44	COCCNC(=S)N(Cc1cccnc1)Cc1ccc(OC)c(OC)c1	-15.9%	-7.7%	7.5%	0.2%	2.4%	3.7%	-3.4%	i	0.5	-2.4%
45	CC1CCC(C(C)C)C(OCC(O)CNC(C)(C)C)C1 (centres undefined)	-17.3%	-10.2%	-9.5%	0.1%	13.0%	-0.1%	-5.3%	i	0.2	3.2%
46	CCC1=C(OC(=O)N(CC)CC)N2C(=O)OC(=NCC3CC3)[C@]2(Cc2ccccc2)[C@H]2C1=CC[C@H]1C(=O)N(C)C(=O)[C@H]12	-3.7%	-17.8%	12.1%	0.3%	-11.8%	-13.2%	3.0%	i	0.4	0.0%
